# Source: PubChem
# Large T inhibition: SV40 large T antigen inhibitors, biochemical (AID 1903); inhibition, % at 20 µM, or IC50 in µM where a hit was titrated; 0.39% of 310,000 active; SV40 large T antigen ATPase/helicase inhibition assay; higher % means a stronger effect; in the data active means a potency from the dose series; inconclusive means inhibition mostly from about 32% at the one dose, without a potency; inactive means the rest, 99 in 100 with inhibition below about 32%; further: strong numbers were not always called active
# T cell modulator: modulators of CD8 T cell-vesicle binding, primary screen, mouse 2C CD8+ T cells, flow cytometry. 2C CD8+ T cell-vesicle binding; stronger effect = lower value. calls only at 7 µM. 0.068% of 330,000 active. AID 2052, 2009;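 active means response, share of CD8 T cells binding vesicles, and their 90th percentile fluorescence all below set limits, cut at about 80% in these data, passing the limit was not always enough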
#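 Assay system: 2C TCR transgenic mouse naive CD8+ T cells, MACS-purified | Read-out: CD8+ gate FL2 mean fluorescence as % of same-row positive control | Signal: High-throughput flow cytometry with anti-B7-1 and anti-CD8 staining | Timing: Binding step 1.5 h, 37 °C, antibody labelling 20 min, ice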
# WT yeast gro inh: growth inhibition of WT strain, primary screen, mitochondrial fusion inhibitor project, WT and mutant strains, chemical genetic; mitochondrial fusion phenotypic screen; inhibition, % at 10 µM; 2.1% of 190,000 active; AID 1362, 2008; in the data active means inhibition above about 58%; tested in S. cerevisiae
# RSV CPE inhibition: RSV antiviral activity via CPE protection, HEp-2 cells, primary 10 µM value included (AID 2391) | HEp-2 cells, RSV-induced CPE inhibition; higher % means a stronger effect | 0.13% of 310,000 active | one-dose CPE inhibition, % at 10 µM; IC50 in µM for titrated hits; in the data active means a potency from the dose series; inconclusive means CPE inhibition mostly from about 23% at the one dose, without a potency; inactive means the rest, 99 in 100 with CPE inhibition below about 21%; further: strong numbers were not always called active
# b-catenin transl: modulators of beta-catenin nuclear translocation, primary screen, imaging, HeLa cells, immunofluorescence, high-content; nuclear translocation activity, % at 5 µM; 0.3% of 190,000 active; AID 1665, 2009;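 active means nuclear translocation activity above 50% at 5 µM, with a well cell count of 50 or more; inconclusive means wells under 50 cells across six images, flagged as toxic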;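 further: per-cell ratio of nuclear to cytoplasmic median beta-catenin stain intensity; plate controls were DMSO negative control for no effect and GSK-3 inhibitor IX positive control for full effect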
#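 System: HeLa cells, endogenous beta-catenin; compound dosing: 5 µM primary single dose, 0.1% DMSO, 0.02–20 µM confirmation series; incubation: 24 h compound exposure at 37°C, 5% CO2; signal: beta-catenin immunofluorescence imaging with DAPI; evaluation: % activation, nuclear-to-cytoplasmic median beta-catenin signal ratio per cell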
# MgcRacGAP inhibition: MgcRacGAP GTPase-activating activity inhibitors, confirmation, biochemical, ADP Hunter fluorescence. Rac GTPase-activating protein 1 (Homo sapiens). MgcRacGAP-stimulated Rac1 GTP hydrolysis, ADP Hunter fluorescence; higher % means a stronger effect; GST-tagged Rac1 F28L mutant substrate. inhibition, % at 30 µM, or IC50 in µM where a hit was titrated. 0.6% of 340,000 active. AID 624330, 2012;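 active means first-screen hits whose inhibition reached a set limit at any dose in the follow-up dose series; inconclusive means inhibition above the set first-screen limit but never retested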;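 further: fluorescence reports GDP produced by GAP-driven GTP hydrolysis; strong numbers were not always called active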
# PhoP inhibition: inhibitors of PhoP regulon expression, primary screen, Salmonella Typhimurium, GFP reporter (AID 1863); inhibition, % at 50 µM, or IC50 in µM where a hit was titrated; S. Typhimurium PhoP-regulated promoter GFP reporter, 4 h; higher % means a stronger effect; 0.16% of 300,000 active;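 active means inhibition over 29.93%, a cutoff 3 SD above the screen mean, later confirmed by dose response; inconclusive means inhibition over 29.93% but no dose response follow-up; inactive means inhibition at most 29.93% or unconfirmed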;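 further: 0% = low Mg2+ inducing control and 100% = high Mg2+ repressing control; strong numbers were not always called active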
# West Nile virus CPE: West Nile virus antiviral activity, cell-based, CPE readout (AID 1621); West Nile virus-infected cells, CPE inhibition; higher % means a stronger effect; CPE inhibition, % at 10 µM, or IC50 in µM where a hit was titrated; 0.02% of 290,000 active; in the data active means a potency from the dose series; inconclusive means CPE inhibition mostly from about 3.7% at the one dose, without a potency; inactive means the rest, 99 in 100 with CPE inhibition below about 2.2%; further: strong numbers were not always called active
# Myeloid diff MLP: induction of myeloid progenitor differentiation, primary screen, cell-based, flow cytometry, MLPCN library; AID 624256, 2012; ER-HoxA9 myeloid progenitors, lysozyme-GFP differentiation; calls only at 10 µM; 1% of 360,000 active;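 active means normalized GFP-positive differentiation at or above the plate's own cutoff, the solvent-only control mean plus 3 SD; inconclusive means no clear call, values can overlap the other calls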;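 further: cells exposed to compound for four days before flow analysis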
# WT yeast gro inh mutant strain: recorded beside WT yeast gro inh, whose call it bears; inhibition, %; mitochondrial fusion phenotypic screen, mutant strain inhibition
# b-catenin transl cell count 5 µM: further read-out of b-catenin transl, marked with its call; cell count; measured here: cell count, cytotoxicity flag
# T cell modulator vesicle-bound %: further read-out of T cell modulator, marked with its call; double positive events, %; measured here: CD8+ vesicle-bound cell fraction;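 binding gate set so that unloaded-vesicle control wells show 10% double positive cells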
# Myeloid diff MLP GFP+ MAC1+ %: further read-out of Myeloid diff MLP, marked with its call; GFP+ MAC1+ double positive, %; measured here: differentiation confirmed by MAC1 staining
# * = called active by the depositor; i = inactive; ? = inconclusive; · = no result given; + = active, no number.
SMILES,Large T inhibition,T cell modulator,T cell modulator vesicle-bound %,WT yeast gro inh,WT yeast gro inh mutant strain,RSV CPE inhibition,b-catenin transl,b-catenin transl cell count 5 µM,MgcRacGAP inhibition,PhoP inhibition,West Nile virus CPE,Myeloid diff MLP,Myeloid diff MLP GFP+ MAC1+ %
CN(Cc1ccccc1)C(=O)CN(C)S(=O)(=O)c1ccc(F)cc1,12%,i,48,·,·,3.6%,·,·,6%,3%,-0.7%,i,0.4
CC1CCc2ccccc2N1C(N)=Nc1ccccc1 (centres undefined),5%,i,27,17,7,-1.1%,0.3,1165,4%,6%,-0.4%,i,0.1
Fc1ccc(F)c(NC(=S)NCCc2ccccc2)c1,-6%,i,63,3,-4,-0.5%,-0.6,1068,-1%,0%,-0.1%,i,0.6
O=C(COC(=O)c1ccc[nH]c1=O)NC1CCCCCC1,6%,i,20,4,0,1.0%,-2.5,1131,-2%,-3%,-0.4%,i,0.2
CCOC(=O)C1C(=O)C=C(/C=C/c2ccc(N(C)C)cc2)CC1c1ccccc1 (centres undefined),2%,i,43,-32,12,1.2%,-1.8,1175,0%,-18%,-0.8%,+,6.0*
O=C1CCC(C(=O)NCCN2C(=O)S/C(=C\c3cccnc3)C2=O)=NN1,9%,i,39,10,-7,1.1%,-1.1,1127,13%,2%,-0.1%,i,0.2
O=C(CCN1C(=O)c2ccccc2C1=O)C1=NN[C@@H]2C(=O)N(c3ccc(F)cc3)C(=O)[C@H]12,29%,i,45,-12,-1,0.7%,-0.5,501,0%,-2%,-0.6%,i,0.8
O=C1C2CC=CCC2C(=O)N1CC1CCCO1 (centres undefined),4%,i,9,-8,-4,1.2%,1.8,919,5%,4%,0.1%,i,0.8
O=C(O)C1CCCN(S(=O)(=O)c2ccc(Br)s2)C1 (centres undefined),17%,i,22,-7,-5,0.9%,-1.5,1147,3%,0%,0.0%,i,0.5
COc1ccc(C(=O)COC(=O)c2ccc(NC(C)=O)cc2)cc1[N+](=O)[O-],4%,i,44,-6,4,0.9%,-2.9,1407,14%,-2%,0.3%,i,1.0
Cc1nc2ccc(NS(=O)(=O)c3ccc(C)c(C)c3)cc2s1,4%,i,11,23,4,0.9%,·,·,2%,7%,-1.0%,i,1.5
CCN(CC)S(=O)(=O)c1ccc(N/N=C(\C)c2ccncc2)nc1,11%,i,23,·,·,7.1%,·,·,10%,0%,-1.1%,i,0.3
Cn1c(=N)n(CC(=O)c2ccccc2)c2ccccc21,10%,i,37,·,·,3.1%,0.7,1279,·,-6%,-0.1%,i,0.4
CCOC(=O)CSc1ncnc2c1cnn2-c1ccc(Cl)cc1,3%,i,17,-30,-7,-0.4%,-5.2,1054,0%,5%,-0.3%,·,·
COc1ccc(OC)c(CNc2nc3ccccc3n2CCN2CCCCC2)c1,9%,i,12,-10,-23,9.3%,-1.4,1181,6%,7%,-1.8%,i,1.0
COc1ccc(S(=O)(=O)NC2CCCC2)cc1NC(C)=O,11%,i,9,·,·,0.6%,·,·,3%,9%,0.4%,?,·
COc1ccc(/C=C/C(=O)OCC(=O)N2CCCCCC2)c(OC)c1,·,i,33,·,·,4.1%,·,·,6%,·,·,i,0.5
Nc1cccc(Cl)c1N1CCOCC1,10%,i,23,-5,-12,0.9%,-1.7,1393,6%,-5%,0.2%,i,0.8
O=S(=O)(c1ccc(F)cc1)N1CCC(n2cnc3ccccc32)CC1,13%,i,51,·,·,-0.3%,·,·,1%,-3%,-0.8%,i,0.8
Cc1ccc(NC(=O)CSc2nc3ncc(Br)cc3[nH]2)cc1C,8%,i,31,·,·,15%,·,·,4%,-7%,-0.3%,i,1.4

# 3 consecutive records from above:
SMILES,Large T inhibition,T cell modulator,T cell modulator vesicle-bound %,WT yeast gro inh,WT yeast gro inh mutant strain,RSV CPE inhibition,b-catenin transl,b-catenin transl cell count 5 µM,MgcRacGAP inhibition,PhoP inhibition,West Nile virus CPE,Myeloid diff MLP,Myeloid diff MLP GFP+ MAC1+ %
Nc1cccc(Cl)c1N1CCOCC1,10%,i,23,-5,-12,0.9%,-1.7,1393,6%,-5%,0.2%,i,0.8
O=S(=O)(c1ccc(F)cc1)N1CCC(n2cnc3ccccc32)CC1,13%,i,51,·,·,-0.3%,·,·,1%,-3%,-0.8%,i,0.8
Cc1ccc(NC(=O)CSc2nc3ncc(Br)cc3[nH]2)cc1C,8%,i,31,·,·,15%,·,·,4%,-7%,-0.3%,i,1.4

# The results go on.
SMILES,Large T inhibition,T cell modulator,T cell modulator vesicle-bound %,WT yeast gro inh,WT yeast gro inh mutant strain,RSV CPE inhibition,b-catenin transl,b-catenin transl cell count 5 µM,MgcRacGAP inhibition,PhoP inhibition,West Nile virus CPE,Myeloid diff MLP,Myeloid diff MLP GFP+ MAC1+ %
CCCCCC(O)(c1ccccc1)C(CN1CCOCC1)c1ccccc1 (centres undefined),24%,i,34,·,·,9.4%,·,·,11%,-1%,-1.4%,i,0.8
O=C(Nc1ccc(OC(F)F)c(Cl)c1)c1ccccn1,-4%,i,10,7,-10,0.6%,-4.0,1072,4%,7%,-0.8%,i,0.7
Cn1c(=O)c2c(nc(CN3CCc4ccccc4C3)n2CCCO)n(C)c1=O,25%,i,60,-5,7,1.9%,0.4,1051,0%,4%,0.1%,i,0.3
O=C(Nc1ccc(OC(F)(F)F)cc1)C1CC(c2ccc(F)cc2)=NO1 (centres undefined),-9%,i,46,18,1,0.3%,-1.2,1088,1%,8%,-0.1%,i,0.1
Cc1ccc(NC2=NCC(=O)N2Cc2ccc3c(c2)OCO3)c(C)c1,4%,i,41,-7,-2,0.9%,1.4,946,6%,2%,-0.8%,i,1.9
Cc1ccccc1OCCc1c(C)[nH]c(=S)[nH]c1=O,-3%,i,50,-42,-7,-4.3%,-0.8,1096,8%,-7%,-0.5%,?,·
CCOc1ccc(CN(C)C(C)C(=O)NCCc2ccc(F)cc2)cc1 (centres undefined),-1%,i,32,·,·,7.2%,·,·,7%,3%,-2.2%,i,0.2
COc1cc(O)oc1C=Nc1ccc(C(=O)O)cc1,4%,i,60,26,0,1.4%,-1.5,1124,11%,7%,1.1%,i,0.1
CCOC(=O)c1sc(Nc2nc3c(OC)cccc3s2)nc1C,9%,i,11,3,-7,6.0%,·,·,3%,-12%,1.6%,i,2.8
O=C(CCc1ccccc1)Nc1c(F)cccc1F,·,i,47,·,·,0.3%,·,·,8%,·,0.5%,i,2.2
COc1ccc(NC(=O)Cn2nnc(-c3ccccc3N)n2)cc1OC,2%,i,55,9,17,-0.9%,0.1,1062,7%,-5%,-0.2%,i,1.0
CC(=O)c1ccc(OCc2cc(C(=O)N3CC[C@@H]4CCCC[C@H]4C3)no2)cc1,-3%,i,64,·,·,10%,·,·,9%,3%,-1.0%,i,3.3
CCOC(=O)c1c(NC(=O)CN2CCOCC2)sc(C(=O)NC)c1C,10%,i,20,15,-6,2.1%,·,·,4%,2%,-0.2%,i,1.7
CCC(C)NC(=O)CC(NS(=O)(=O)c1ccc(Cl)cc1)c1ccco1 (centres undefined),10%,i,45,12,13,2.1%,·,·,10%,-5%,0.1%,i,1.6
CCOC(=O)c1cccnc1SC(CC)C(=O)NCc1ccco1 (centres undefined),5%,i,21,4,10,1.1%,·,·,9%,-5%,-0.3%,i,0.2
COCC(=O)NCc1ccc2c(c1)cc(C)n2C,4%,i,54,2,-3,3.6%,-4.6,516,5%,10%,-0.2%,i,0.4
COc1ccc(/C(C)=C2\SC(=S)N(CCC(=O)O)C2=O)cc1,11%,i,42,5,16,3.3%,-5.3,1205,1%,8%,0.2%,i,1.3
CCOC(=O)N1CCc2c(sc3ncn(Cc4ccc(F)cc4)c(=O)c23)C1,-5%,i,35,·,·,7.5%,0.4,1236,5%,-8%,-1.3%,i,0.2
Cc1nc2ncnn2c(C)c1CCC(=O)NCc1ccccc1,-1%,i,31,29,9,2.5%,3.9,1363,4%,8%,0.5%,i,0.7
O=C(Nc1ccn(Cc2ccccc2F)n1)c1ccc(COc2ccccc2Cl)cc1,11%,i,21,30,8,4.2%,-3.7,1257,10%,1%,·,i,5.1
COc1ccc(C(=O)CCN2CCc3cc(OC)c(OC)cc3C2)cc1,-3%,i,56,-14,5,-3.0%,0.4,1026,8%,13%,-1.5%,i,0.1
CCOc1ccc(OCCN2C(=O)NC3(CCCc4ccccc43)C2=O)cc1 (centres undefined),7%,i,37,2,7,10%,-2.2,846,5%,7%,-0.2%,i,1.2
O=C(NNC(=O)c1ccccc1-n1cccc1)c1cccc(Cl)c1,1%,i,52,9,-3,2.4%,-0.6,1405,-2%,9%,0.6%,i,1.3
CCOC(=O)c1cc[n+](CC(=O)c2ccc(F)cc2)cc1,19%,i,41,-1,8,1.8%,1.1,536,5%,-8%,0.9%,i,0.6
N#Cc1ccc(C(=O)Nc2cc(-c3ccccc3)nn2-c2ccccc2)cc1,3%,i,26,·,·,3.1%,·,·,6%,4%,·,i,3.1
O=c1[nH]c2ccccc2n1CCC1CCCCC1,3%,i,10,43,12,0.4%,-8.2,1023,8%,11%,1.1%,i,4.9
O=C(NCCc1ccc(Cl)cc1)c1cc(=O)[nH]c2ccccc12,12%,i,38,·,·,-0.1%,·,·,1%,-4%,0.3%,i,1.1
CC(=O)Nc1cccc(OCC(=O)NC(C)c2ccc3ccccc3c2)c1 (centres undefined),3%,i,28,·,·,1.6%,·,·,4%,8%,0.2%,i,0.7
O=C(Nc1cccc2c1N(C(=O)c1ccco1)CCC2)c1ccco1,-1%,i,23,·,·,-0.4%,-1.2,1422,1%,-1%,0.1%,i,0.9
Nc1cccc(C(=O)Nc2ccccc2Cl)c1,8%,i,43,17,18,0.0%,·,·,5%,2%,0.1%,i,0.6
O=C(N/N=C/c1cn[nH]c1-c1ccccc1)c1ccco1,2%,i,11,-11,-3,-1.2%,0.9,1516,4%,7%,0.2%,i,0.6
O=C(Nc1cccc2cccnc12)c1cccc([N+](=O)[O-])c1,6%,i,58,·,·,1.0%,·,·,14%,-4%,-1.1%,i,0.3
